# IL-2 act = activates IL-2 in a cell-based reporter assay; IL-2 activation reporter assay, cell-based qHTS; stimulated with anti-CD3/CD4/CD28 beads; in transgenic mouse T cells; activation, % (series mostly up to about 46 µM); 360,000 compounds, 0.065% hits; AID 652025; in the data active = activation above about 50%; inconclusive = mostly about 30% to 49%; also: 0% is about no effect
#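 Using fluorescent plate cytometry, EGFP and DsRed are detected in transgenic mouse T cells stimulated 18 h at 37 degrees C with antibody-coated beads after 60 min compound pretreatment.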
# TGFb inhibitor = inhibitors of TGF-b signaling. HepG2 CAGA-GFP TGF-b/SMAD3 reporter, GFP fluorescence, 18 h; TGF-beta stimulated, 500 pg/mL final. Potency, µM (highest dose often 46.1 µM), inactives show at the highest dose activity, negative = inhibition, usual class: inhibitors. 410,000 compounds, 1.2% hits; also: potency is read from the fitted curve at half-maximal effect; % is scaled to controls: 0 for no effect and ±100 for the full control effect; nearly all actives have a fitted effect of over 65% in size
#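 HEPG2 CAGA-GFP cells (1000/well, DMEM with 1% FBS) were pre-incubated 2 h at 37 degrees C, given compound by pin tool, then stimulated with TGF-beta at 500 pg/mL final for 18 h before per-cell GFP fluorescence imaging.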
# HepG2 tox = kills HepG2 cells in TGF-b inhibitor counter-screen. 410,000 compounds, 0.76% hits. Potency, µM (highest dose often 46.1 µM), for inactives: top-dose activity change, negative = cytotoxicity, usual class: cytotoxic. AID 588856. HepG2 CAGA-GFP viability, ATP luminescence, 18 h; also: potency is read from the fitted curve at half-maximal effect; some results filed as inactive show a strong effect at the top dose
#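 HepG2 CAGA-GFP cells (1000/well, DMEM with 1% FBS) received compound, then TGF-beta at 500 pg/mL final, and were incubated 18 hours at 37 degrees C. Viability was read by CellTiter-Glo luminescence. Media-only wells were set as complete cell-killing and DMSO as no toxicity.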
# A549 tox = A549 cytotoxicity, counter-screen for Nrf2 inhibitors | Potency, µM (titrated, usually from 46 µM), without a hit: at the top dose activity change, negative = cytotoxicity, usual class: inhibitors | 390,000 compounds, 0.16% hits | A549 ARE-Fluc cells, CellTiter-Fluor viability, 18-24 h; also: potency is read from the fitted curve at half-maximal effect; % is scaled to controls: 0 for no effect and ±100 for the full control effect
#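 A549 ARE-Fluc cells in 5% FBS OPTI-MEM, 5000 cells/well, rested 2 h then exposed to compounds in concentration-response for 18-24 h at 37 °C. Viability by CellTiter-Fluor fluorescence (Ex 405/Em 525) after 30 min; luciferase luminescence (BugLite, 15 min, RT) read afterwards.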
# ATXN2 expr inh = reduces ATXN2 reporter expression in HEK-293 cells; Potency, µM (top dose mostly 57 µM), for the others: at the top dose activity change, negative = inhibition, most hits filed as inhibitors; HEK-293 ATXN2-luciferase reporter, luminescence, 24 h; AID 1745845; 360,000 compounds, 0.72% hits; also: potency is read from the fitted curve at half-maximal effect; % is scaled to controls: 0 for no effect and ±100 for the full control effect; nearly all actives have a fitted effect of over 55% in size
#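 ATXN2-luciferase reporter cells (luciferase flanked by upstream and downstream ATXN2 gene portions) were treated 24 h at 37 °C with compounds at up to 57 uM. SteadyGlo luminescence gave expression; GF-AFC fluorescence gave viability.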
# EPAC2 ag = agonists of human EPAC2 (RAPGEF4); Potency, µM (titrated, usually from 154 µM), for the others: at the top dose activation, hits mostly activators; EPAC2 activation, biochemical qHTS; response scale: 100% = 6.5 mM cAMP response; 360,000 compounds, 0.079% hits; Q8WZA2; also: potency is read from the fitted curve at half-maximal effect; nearly all actives have a fitted effect of over 50% in size
# Target sequence (Q8WZA2 whole entry, looked up): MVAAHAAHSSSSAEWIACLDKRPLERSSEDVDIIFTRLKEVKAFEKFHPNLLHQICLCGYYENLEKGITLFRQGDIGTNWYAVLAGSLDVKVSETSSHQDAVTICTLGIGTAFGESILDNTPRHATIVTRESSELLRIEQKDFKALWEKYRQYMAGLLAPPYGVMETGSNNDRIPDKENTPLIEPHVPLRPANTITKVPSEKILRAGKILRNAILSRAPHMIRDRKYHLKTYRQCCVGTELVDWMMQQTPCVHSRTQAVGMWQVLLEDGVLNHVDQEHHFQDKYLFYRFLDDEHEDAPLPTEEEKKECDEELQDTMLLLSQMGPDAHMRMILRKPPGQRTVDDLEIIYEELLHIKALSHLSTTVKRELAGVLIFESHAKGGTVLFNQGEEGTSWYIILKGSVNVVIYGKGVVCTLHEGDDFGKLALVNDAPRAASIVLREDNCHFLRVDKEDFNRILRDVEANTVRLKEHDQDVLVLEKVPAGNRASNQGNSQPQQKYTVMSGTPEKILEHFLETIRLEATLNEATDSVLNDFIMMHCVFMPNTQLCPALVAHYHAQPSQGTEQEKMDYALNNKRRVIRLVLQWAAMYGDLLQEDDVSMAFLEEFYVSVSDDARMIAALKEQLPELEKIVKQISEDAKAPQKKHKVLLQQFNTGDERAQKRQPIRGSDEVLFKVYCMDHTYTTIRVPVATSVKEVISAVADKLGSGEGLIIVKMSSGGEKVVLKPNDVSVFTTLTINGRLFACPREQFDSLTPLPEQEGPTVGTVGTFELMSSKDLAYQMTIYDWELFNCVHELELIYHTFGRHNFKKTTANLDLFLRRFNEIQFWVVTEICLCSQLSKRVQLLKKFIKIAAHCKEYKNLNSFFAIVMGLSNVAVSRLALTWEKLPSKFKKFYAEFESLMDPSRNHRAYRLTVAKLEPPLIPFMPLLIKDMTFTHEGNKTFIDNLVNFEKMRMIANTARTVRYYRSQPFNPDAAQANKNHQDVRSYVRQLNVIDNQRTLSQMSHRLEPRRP
#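 Compounds were added across a concentration range to EPAC2 (100 nM), RAP1B-BODIPY-GDP (250 nM) and GDP (50 uM). After 5 min at room temperature, fluorescence was recorded at 5-min intervals for 30 min.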
# S2 tox = reduces viability in counter-screen for ATXN expression inhibitors. S2 cells (HEK-293 line with an ATXN2-luciferase reporter) viability, CellTiter-Fluor protease fluorescence, 24 h. Potency, µM (series often up to 56.7 µM), usual class: cytotoxic. 400,000 compounds, 0.49% hits; also: potency is read from the fitted curve at half-maximal effect; nearly all actives have a fitted effect of over 40% in size
# Nrf2 block = blocks Nrf2 signaling; A549 ARE-Fluc reporter, luciferase luminescence, 18-24 h; Potency, µM (titrated, usually from 46 µM), without a hit: at the highest dose activity change, negative = inhibition, usual class: inhibitors; 360,000 compounds, 2.1% hits; AID 504444; also: potency is read from the fitted curve at half-maximal effect; % is scaled to controls: 0 for no effect and ±100 for the full control effect; nearly all actives have a fitted effect of over 60% in size
#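 Reporter: ARE-Fluc in A549. Exposure: 18-24 h, 37 °C, 5% CO2, 5% FBS OPTI-MEM. Readouts: fluorescent cytotoxicity (CellTiter-Fluor), then luminescent Nrf2 signal after BugLite.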
# Nrf2 ARE act = activates Nrf2 signaling | 410,000 compounds, 0.31% hits | AREc32 ARE-luciferase reporter (MCF7-derived line), luminescence, 24 h | AID 624171 | Potency, µM (highest dose often 46.1 µM), for the others: at the top dose activation, most hits filed as activators; also: potency is read from the fitted curve at half-maximal effect; % of control where 0% means no effect; nearly all actives have a fitted effect of over 65% in size
#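 Steps: seed AREc32_Fluc cells (1000/well, 5% FBS OPTI-MEM); incubate overnight at 37 deg C; add 23 nL compound; incubate 24 hr; add Steady-Glo; hold 30 min RT; read luminescence.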
# * = called active by the depositor; i = inactive; ? = inconclusive; nt = no result given; [ ] = dose if it differs, or a comment. Unless noted, calls follow the shape of the dose curve; as a rule, active = well fitted curve in the direction sought with a large enough effect; inconclusive = small, poorly fitted or top-dose-only effect, or another doubt; inactive = no such curve, though single readings can be large; an effect the other way counts as inactive or inconclusive.
SMILES,IL-2 act,TGFb inhibitor,HepG2 tox,A549 tox,ATXN2 expr inh,EPAC2 ag,S2 tox,Nrf2 block,Nrf2 ARE act
O=C(NC(=S)Nc1nc2c(s1)CCCC2)c1ccccc1,0.8,-2%,-16%,-12%,70%[activator],18%,i,?,2.5µM*
CCCC(=O)Nc1sc(Cc2ccccc2)c(C)c1C(N)=O,1.9,1%,-10%,-2%,-8%,-4%,i,-24%,0.7%
CC(C)C(C)N(Cc1ccc(C(=O)O)cc1)C(=O)c1ccc2ccccc2n1 (configuration not stated),-2.3,-18%,-29%,1%,13%,4%,?,-18%,0.1%
CCC(SC1=Nc2ccccc2C2=NC(CC(C)C)C(=O)N12)C(=O)Nc1ccc2c(c1)OCO2 (configuration not stated),-0.9,1%,-17%,-3%,-11%,-5%,i,18%,3.4%
CCOP(=O)(OCC)C(Nc1ccc(OC)cc1)c1ccco1 (configuration not stated),0.4,-3%,-3%,-1%,-3%,10%,i,-6%,-1.1%
CCOc1ccc(Nc2oc(-c3ccc(COc4ccc(OC)cc4)o3)nc2C#N)cc1,nt,?,-48%,-6%,-22%,nt,?,-11%,8.5%
CC1=C(C(=O)Nc2ccc(C)cn2)C(c2cnn(C)c2)C2=C(CCCC2=O)N1 (configuration not stated),-2.7,3%,-12%,-6%,-6%,-7%,i,1%,-0.1%
CCn1c(SCC(=O)Nc2cc(C)on2)nnc1-c1ccc(S(=O)(=O)N2CCCC2)cc1,0.7,-5%,-10%,-8%,1%,1%,i,-20%,0.4%
Cc1ccc(S(=O)(=O)/C=C/c2ccccc2)cc1,-2.7,-4%,2%,4%,0%,7%,i,-4%,9.6%
O=c1[nH]c2ccc(S(=O)(=O)N3CCCCC3)cc2o1,-2.1,-8%,-14%,11%,8%,7%,i,11%,-0.1%
O=C(CN(C(=O)CCC(=O)Nc1nccs1)c1ccc(F)cc1)NCc1ccc(F)cc1,-0.8,8%,21%,7%,-6%,-1%,i,0%,-0.2%
CCOC(=O)N/N=C/c1ccccc1OCc1ccc(Cl)cc1,-2.5,-1%,-9%,11%,33%[activator],4%,i,12%,4.6%
COc1ccc(N(CC(=O)NCc2ccc(F)cc2)C(=O)CCC(=O)Nc2nccs2)cc1,0.1,0%,-19%,2%,10%,3%,i,-3%,-0.1%
COc1ccc(NC(=O)Nc2cccc3ccccc23)cc1OC,-2.0,-4%,-7%,1%,0%,9%,i,?,-0.1%
CC(=O)Nc1ccc(S(=O)(=O)NCCCCNS(=O)(=O)c2ccc(NC(C)=O)cc2)cc1,-3.4,-5%,-7%,1%,8%,11%,i,-9%,-0.3%

# Structures listed so far that contain an aryl methoxy group (4):
SMILES,IL-2 act,TGFb inhibitor,HepG2 tox,A549 tox,ATXN2 expr inh,EPAC2 ag,S2 tox,Nrf2 block,Nrf2 ARE act
CCOP(=O)(OCC)C(Nc1ccc(OC)cc1)c1ccco1 (configuration not stated),0.4,-3%,-3%,-1%,-3%,10%,i,-6%,-1.1%
CCOc1ccc(Nc2oc(-c3ccc(COc4ccc(OC)cc4)o3)nc2C#N)cc1,nt,?,-48%,-6%,-22%,nt,?,-11%,8.5%
COc1ccc(N(CC(=O)NCc2ccc(F)cc2)C(=O)CCC(=O)Nc2nccs2)cc1,0.1,0%,-19%,2%,10%,3%,i,-3%,-0.1%
COc1ccc(NC(=O)Nc2cccc3ccccc23)cc1OC,-2.0,-4%,-7%,1%,0%,9%,i,?,-0.1%

# (further entries)
SMILES,IL-2 act,TGFb inhibitor,HepG2 tox,A549 tox,ATXN2 expr inh,EPAC2 ag,S2 tox,Nrf2 block,Nrf2 ARE act
COc1ccc(C(=O)Nc2ccc3c(c2)N(C)C(=O)c2ccccc2S3)cc1OC,nt,-33%,-18%,-27%,nt,nt,nt,nt,0.4%
CCOC(=O)N1CCC(N2CCN(S(=O)(=O)CC)CC2)CC1,-0.7,?,9%,0%,7%,7%,i,1%,-0.1%
O=C(c1ccc(Br)cc1)C1CCc2occc2C1=O (configuration not stated),0.8,-19%,-24%,4%,16%,7%,i,16%,-0.1%
Cc1cccc(Cn2cnc3c(nnn3Cc3ccccc3F)c2=O)c1,-1.3,-12%,9%,7%,13%,5%,i,2%,-0.7%
Cn1nc(-c2ccccc2)c(/C=N/O)c1Cl,1.3,3%,5%,1%,-1%,-3%,i,-21%,1.2%[9.22 µM]
O=C(Nc1ccccc1C(=O)N1CCCCC1)C1CCCCC1,-2.9,-13%,-1%,-11%,-7%,7%,i,16%,-0.6%
CCc1cc(=O)oc2cc(C)cc(OCC(=O)N3CCC[C@@H]3C(=O)O)c12,-0.5,29%,5%,7%,-3%,4%,i,8%,0.3%
O=C(NCC(c1cccs1)N1CCOCC1)c1ccccc1NS(=O)(=O)c1ccc(Br)cc1 (configuration not stated),1.5,?,-90%,-11%,-11%,4%,i,-12%,-0.3%
S=c1[nH]nc(-c2ccccc2)n1/N=C/c1ccc(Cl)cc1,-0.6,?,-60%,-5%,nt,-5%,?,?,0.6%
C#Cc1cccc(C(=O)N2CCCC(CCC(=O)NCc3ccccc3F)C2)c1 (configuration not stated),1.5,-2%,-26%,-1%,15%,-6%,i,13%,0.0%
Cc1cc(Cl)nc(-c2ccccc2)n1,0.5,5%,8%,-3%,-2%,7%,i,-2%,-0.3%
CN(C)C(CNC(=O)c1cc(Br)c(Br)s1)c1ccco1 (configuration not stated),2.1,-2%,-28%,nt,nt,2%,?,nt,6.0%
COc1ccccc1CNC(=O)c1cc(C2CC2)nc2c1cnn2C(C)C,-0.3,?,-24%,2%,-22%,10%,i,-27%,4.3%
O=C(NC1=NCCS1)c1ccc(Cl)c(S(=O)(=O)N2CCCCC2)c1,0.0,-12%,-1%,-1%,3%,-3%,i,?,0.1%
COc1cc2c(cc1[N+](=O)[O-])n(C(C)C)c(=O)n2C(C)C,-0.9,14%,-9%,-13%,nt,-4%,i,3%,4.6%
O=C(Cc1ccc(NS(=O)(=O)c2ccc(F)cc2)cc1)NCc1ccccc1,-0.2,?,-2%,1%,-1%,13%,i,nt,0.4%
COc1ccc2c(c1)C(c1cccs1)=NNC(c1cccnc1)=N2,-0.1,-2%,-3%,2%,3%,-2%,i,2%,-0.4%
O=S(=O)(Nc1ncn[nH]1)c1ccc(Cl)cc1,1.6,23%,8%,1%,3%,2%,?,-12%,-0.4%
CCOc1ccc(NC(=O)CSc2nnc(-c3ccccn3)n2N)cc1,-0.8,4%,-5%,-8%,3%,2%,i,-16%,-0.4%
COc1ccc(CC(=O)NCc2nnc(SCC(=O)c3ccc(OC)cc3)n2C)cc1,-1.5,17%,-15%,1%,-7%[11.3 µM],-8%,i,-5%,3.6%
Cc1ccc(NC(=O)C2(C)CCN2C(=O)Cc2ccc(C(C)C)cc2)cc1 (configuration not stated),-0.1,-21%,2%,nt,-10%,-2%,i,nt,0.4%
COc1ccc(OC(=O)COc2cccc(C)c2)cc1,-2.8,3%,-3%,0%,-6%,4%,i,-1%,0.2%[9.22 µM]
CCn1c(SCc2cccnc2)nnc1-c1c[nH]c2ccccc12,-0.6,0%,-32%,-32%,-11%,1%,i,?,-0.9%
O=C(NC1CCCC1)c1ccc(CSc2nc3cccnc3n2Cc2ccc(F)cc2)cc1,nt,9%,1%,11%,4%,nt,i,20%,0.5%
O=C(O)c1ccccc1Oc1ccc(Oc2ccccc2)cc1,0.0,-18%,-19%,0%,-16%,1%,i,-7%,-0.5%
CN(C(=O)CN1CCC(NC(=O)c2ccccc2Br)CC1)C1CCCCC1,1.8,4%,-5%,?,-2%,4%,i,-14%,0.3%
O=C(CN1C(=O)c2ccc([N+](=O)[O-])cc2C1=O)NCc1ccc(C(=O)O)cc1,0.3,6%,0%,1%,-19%,8%,i,1%,-0.1%
COc1ccc(N2C(=O)NC(NS(=O)(=O)c3ccccc3)(C(F)(F)F)C2=O)cc1 (configuration not stated),-1.3,15%,0%,2%,1%,7%,i,1%,-0.5%
COc1cccc(-c2csc(N3CCN(C(=S)Nc4cccc(Cl)c4)CC3)n2)c1,-1.7,?,-55%,-8%,?,17%,?,18µM*,5.0%
Cc1nc(SC(C)C(=O)Nc2cccc(C(F)(F)F)c2)c2c(C)c(C(=O)O)sc2n1 (configuration not stated),0.2,0%,-1%,-9%,nt,6%,i,6%,-1.0%
O=C1/C(=C/c2ccncc2)CCC/C1=C\c1ccncc1,-2.8,3.2µM*,13µM*,?,14µM*,3%,?,?,-2.4%
CCc1ccc(NC(=O)CSc2nc3cc(C(=O)OC)ccc3c(=O)n2CC2CCCO2)cc1 (configuration not stated),-1.8,-8%,-8%,-16%,nt,-1%,nt,-1%,0.9%
CC(=O)Nc1ccc(OCC(O)Cn2ccnc2C)cc1 (configuration not stated),-1.4,10%,13%,-2%,5%,6%,i,0%,0.0%
Cc1oc(-c2ccccc2Cl)nc1CSc1nncn2c1cc1occc12,nt,-4%,-14%,7%,nt,nt,nt,?,0.4%
COC(=O)c1sc(-c2ccccc2)cc1NC(=O)C1CC1,-1.3,1%,0%,0%,3%,-9%,i,-4%,8.2%
COCCOC(=O)C1=C(C)NC(=O)NC1c1c(OC)ncnc1OC (configuration not stated),-1.4,-1%,-15%,-2%,-5%,1%,i,-16%,-0.1%
Cc1ccc(S(=O)(=O)Nc2c(C)cc([N+](=O)[O-])cc2C)cc1,0.1,-24%,-13%,-1%,-15%,2%,i,?,-0.1%
